KCNK9 inh = blocks the human KCNK9 two-pore domain potassium channel; HEK293 KCNK9, FluxOR thallium flux fluorescence; hits give low values; Q9NPC2; B-score at 10 µM; AID 488922; 310,000 tested, 1.2% active;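 active = ratio B-score over 3 SD below the library mean, with starting fluorescence within 5 SD of its mean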;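 note: negative B-score means less thallium flux so channel inhibition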
KCNK3 block = human KCNK3 channel inhibition, primary screen; O14649; CHO-KCNK3 thallium flux, FluxOR fluorescence; hits give low values; B-score at 10 µM; 340,000 tested, 0.84% active; AID 602410;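 active = B-score under library mean minus 4 SD, starting fluorescence ratio at most library mean plus 5 SD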;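 note: more negative B-score means stronger inhibition of thallium flux through KCNK3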
Target sequence (O14649 whole entry, looked up): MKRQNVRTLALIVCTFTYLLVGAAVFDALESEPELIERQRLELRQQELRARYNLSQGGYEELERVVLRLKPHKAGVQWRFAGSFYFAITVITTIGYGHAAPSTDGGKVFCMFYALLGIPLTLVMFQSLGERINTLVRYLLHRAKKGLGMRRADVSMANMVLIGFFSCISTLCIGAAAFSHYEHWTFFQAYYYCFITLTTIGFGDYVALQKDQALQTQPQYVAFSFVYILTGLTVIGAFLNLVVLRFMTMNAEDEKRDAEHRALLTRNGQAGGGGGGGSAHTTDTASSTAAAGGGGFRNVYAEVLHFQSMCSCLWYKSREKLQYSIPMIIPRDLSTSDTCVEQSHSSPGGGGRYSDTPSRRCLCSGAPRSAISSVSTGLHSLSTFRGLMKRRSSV
RGS4 inh = inhibitors of human RGS4 | AID 463165 | 310,000 tested, 0.45% active | B-score at 10 µM | P49798 | HEK293 M3R/RGS4 inducible, Fluo-4 calcium flux; hits give high values; triggered by carbachol at its EC20;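 active = B-score, a plate-corrected calcium signal, over three deviations above library mean, with baseline fluorescence within five deviations of library mean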;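 note: RGS4 expression induced by doxycycline in cells with stable M3 receptor; B-score is computed from the integrated fluorescence ratio over baseline after carbachol; higher B-score means a larger calcium signal and so more RGS4 inhibition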
Target sequence (P49798 whole entry, looked up): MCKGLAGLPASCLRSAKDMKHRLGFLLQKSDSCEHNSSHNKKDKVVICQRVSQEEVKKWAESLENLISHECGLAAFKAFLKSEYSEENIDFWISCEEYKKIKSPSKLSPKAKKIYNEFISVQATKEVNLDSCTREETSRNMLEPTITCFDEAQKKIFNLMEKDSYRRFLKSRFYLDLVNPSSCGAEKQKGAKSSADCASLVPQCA
HDAC3 inh = blocks human histone deacetylase 3. O15379. recombinant HDAC3, fluorogenic peptide/trypsin coupled, fluorescence. inhibition, % at 8.3 µM. 320,000 tested, 0.15% active; in the data active = inhibition above about 26%, passing the limit was not always enough; inconclusive = no clear call, values can overlap the other calls
Target sequence (O15379 whole entry, looked up): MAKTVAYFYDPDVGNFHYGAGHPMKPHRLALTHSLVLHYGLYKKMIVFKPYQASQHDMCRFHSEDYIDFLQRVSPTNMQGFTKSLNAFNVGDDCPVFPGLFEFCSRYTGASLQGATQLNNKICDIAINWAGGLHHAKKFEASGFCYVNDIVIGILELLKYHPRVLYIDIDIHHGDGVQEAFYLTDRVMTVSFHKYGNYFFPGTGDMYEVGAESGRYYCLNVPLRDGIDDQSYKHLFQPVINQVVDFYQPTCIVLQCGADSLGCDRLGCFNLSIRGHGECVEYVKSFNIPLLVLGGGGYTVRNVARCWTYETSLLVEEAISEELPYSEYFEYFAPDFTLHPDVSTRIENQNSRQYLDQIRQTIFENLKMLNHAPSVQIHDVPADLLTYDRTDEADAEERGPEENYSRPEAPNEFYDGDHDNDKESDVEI
hERG rescue = hERG (human) protection from proarrhythmic block; Q12809; CHO-hERG, FluxOR thallium flux, dofetilide IC70 present; activation (rescue from dofetilide block), less the hit threshold, % at 10 µM; 310,000 tested, 0.51% active; AID 1511;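 active = activation above the mean of controls blocked by dofetilide plus 5 SD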;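 note: thallium influx through hERG after potassium depolarization seen as dye fluorescence rise; in these data hits start at about 4.7%; inactives centre near -7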
TMEM16A act = activates or potentiates the mouse TMEM16A chloride channel; Q8BHY3; HEK293 TMEM16A/YFP-H148Q/I152L, iodide quench fluorescence; hits give low values; B-score at 10 µM; 340,000 tested, 0.3% active;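 active = fluorescence-ratio B-score plate-corrected deviation score at least 3 library SD below zero, with starting fluorescence score within 5 deviations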;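 note: channel opened by trigger with iodide after compound preincubation; score built on the fluorescence ratio of max minus min over baseline; more negative score means more quench and so TMEM16A activation or potentiation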
KCNQ1 act = potentiators or activators of human KCNQ1 potassium channel. CHO-K1 KCNQ1, thallium flux FluxOR fluorescence; hits give high values. B-score at 10 µM. 310,000 tested, 0.35% active;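 active = fluorescence ratio B-score, a plate-corrected score, at least three library SD, with initial intensity B-score within 5 SD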
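Assay system: CHO-K1 cells stably expressing KCNQ1; Medium: assay buffer with matched DMSO; Also added: K+/Tl+ depolarizing stimulus; Dosing: single dose; Timing: dye 90 min, compound 20 min, room temperature; Measured by: kinetic FluxOR thallium fluorescence, 10-s 1-Hz baseline, 110-s post-stimulus read; Read-out: peak-minus-minimum fluorescence over initial fluorescence, negative-control normalized, B-scored.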
SKKanGAS inh = SKKanGAS growth inhibition; S. pyogenes SKKanGAS, kanamycin growth, BacTiter-Glo, 6 h; inhibition, % at 7.5 µM; 300,000 tested, 1.3% active;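 active = mean replicate score, as percent of positive control median, at least 50; inconclusive = mean below 50 but one replicate at or above 50; inactive = mean and every replicate below 50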;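 note: strain carries kanamycin resistance gene driven by streptokinase promoter and grows in 40 µg/ml kanamycin; loss of luminescence reflects streptokinase promoter inhibition or plain growth inhibition; 0% = median of DMSO wells and 100% = positive control at its reference dose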
TMEM16A inh = mouse TMEM16A channel inhibition, primary screen. normalized B-score (activity score, 25-100; higher = stronger inhibition) at 10 µM. Q8BHY3. 310,000 tested, 1.2% active. HEK293 TMEM16A/YFP iodide influx fluorescence, ionomycin;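 active = ratio plate-corrected score three or more library SD toward inhibition, starting fluorescence score within five deviations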;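 note: score derived from kinetic fluorescence span divided by baseline fluorescence per well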
KCNQ1 block = human KCNQ1 channel inhibition. P51787. CHO-K1 KCNQ1, FluxOR thallium flux fluorescence; hits give high values. B-score at 10 µM. 310,000 tested, 1.3% active. AID 2642;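 active = compounds whose thallium flux B-score, printed positive for inhibition, exceeds three library SD while starting fluorescence stays within three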;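 note: channel opened by potassium depolarization with thallium stimulus after 20 min compound exposure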
RGS4 act = potentiators or activators of RGS4 | B-score at 10 µM | HEK293 M3R/inducible RGS4, carbachol calcium flux Fluo4; hits give low values | 310,000 tested, 0.92% active;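 active = B-score of the integrated calcium signal more than 4 SD below the library mean, with starting fluorescence not abnormally high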;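 note: negative B-score means reduced calcium response which marks RGS4 activation or potentiation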
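System: HEK293 FlpIn-TREx cells, stable M3R, doxycycline-inducible RGS4. Timing: overnight RGS4 induction, 30 min dye load 37 °C, 20 min compound RT. Also added: carbachol, ECmax concentration. Measured by: Fluo4 fluorescence kinetic imaging of calcium. Evaluation: integrated calcium ratio converted to B score.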
An asterisk follows results filed as active; i = inactive; u = inconclusive; x = not tested or not shown.

SMILES	KCNK9 inh	KCNK3 block	RGS4 inh	HDAC3 inh	hERG rescue	TMEM16A act	KCNQ1 act	SKKanGAS inh	TMEM16A inh	KCNQ1 block	RGS4 act
Cc1cc(=O)[nH]c(CN2CCOCC2)n1	i	i	i	-3	1	i	i	1	i	i	i
Cc1ccccc1OCC(=O)Nc1ccc(NC(=O)c2ccco2)cc1	i	i	i	-2	-10	i	i	-3	i	i	i
CN(C)CCCN(C(=O)c1ccco1)c1nc2ccc(Br)cc2s1	i	i	i	-4	-21	i	i	-10	i	i	i
CN(C)S(=O)(=O)n1cc(/C=C(\NC(=O)c2ccccc2Cl)C(=O)N2CCOCC2)c2ccccc21	i	i	i	-11	-5	i	i	-4	i	i	i
CCOc1cc(/C=C2\C(=O)ON=C2c2ccccc2)ccc1OC	i	i	25*	-3	-11	i	i	-5	i	i	i
Cc1ccc(S(=O)(=O)/N=C2/NC(=O)/C(=C/c3cccnc3)S2)cc1	i	i	i	6	-3	i	i	3	i	i	i
CCCc1c2c(cc3c(=O)cc(C(=O)OCC)oc13)CCCC2	i	i	i	1	-8	i	i	31	i	i	i
CNC(=O)c1cc(-c2ccc(Cl)cc2)n(-c2ccccc2)n1	i	i	i	-7	-3	i	i	-3	i	i	i
CCC1SC(CC)C(=O)N(CC(=O)NCCc2ccccc2)C1=O (stereo not given)	i	i	i	-2	-10	i	i	0	i	i	i
COc1cc(C2N(c3ccccc3)CCN2c2ccccc2)cc(OC)c1OC	i	i	i	3	-9	i	i	6	i	i	i
N#C/C(=C\c1cccc([N+](=O)[O-])c1)c1ccccn1	i	i	i	2	-15	i	i	14	i	i	i
CCCCn1c(N)c(N(CC(C)C)C(=O)COC(=O)c2ccccc2NCCO)c(=O)[nH]c1=O	i	i	i	-38	-12	i	i	-1	i	i	i
CCn1cc(CNC(=O)CCSc2nc(-c3ccco3)cc(C(F)(F)F)n2)cn1	i	x	i	0	-17	x	i	10	i	i	i
COc1ccc(OC(=O)C(C)N2C(=O)c3ccccc3C2=O)cc1 (stereo not given)	i	i	i	0	-14	i	i	8	i	i	i
CC1(NC(=O)CC[N+](C)(C)CCO)CS(=O)(=O)CC1S(=O)(=O)[O-] (stereo not given)	i	x	i	0	-4	x	i	2	i	i	i
C=CCNC(=O)C1CCN(c2c([N+](=O)[O-])cc(C(F)(F)F)cc2[N+](=O)[O-])CC1	i	i	i	7	-4	i	i	-3	i	i	i
COc1ccc(NC2CCCN(C(=O)CCc3ccccc3F)C2)cc1 (stereo not given)	i	i	i	4	-7	i	i	-2	i	i	i
CCOc1ncnc2c1oc1nc(CC(C)C)c3c(c12)CC(C)(C)OC3	i	i	i	5	-15	i	i	-5	i	i	i
CSc1ccc(CN2CCCC(CO)(Cc3ccccc3)C2)cc1 (stereo not given)	i	i	i	6	-14	i	i	-2	i	i	i
O=C(Nc1c2c(nn1-c1ccccc1)CS(=O)(=O)C2)C1CCCC1	i	i	i	-2	-5	i	i	-3	i	i	i
O=C1c2ccccc2-c2cccc(C(=O)N3CCCCCC3)c21	i	i	i	-4	-2	i	i	-9	i	i	i
O=C(O)CCNS(=O)(=O)c1cccc(Br)c1	i	i	i	3	-11	i	i	-6	i	i	i
Nc1nonc1-n1nnc(C(=O)N/N=C/c2ccc(Cl)cc2Cl)c1CN1CCOCC1	i	i	i	0	-3	i	i	4	i	i	i
COC(=O)C1=C(C)NC2=C(C(=O)c3ccccc32)C1c1cccc(OC)c1 (stereo not given)	i	i	i	4	-9	i	i	2	i	i	i
CCN1CCN(C(=O)c2cc(-c3ccc(Cl)s3)nc3ccccc23)CC1	i	i	i	x	-11	i	i	2	x	i	i

Going on with the list:
SMILES	KCNK9 inh	KCNK3 block	RGS4 inh	HDAC3 inh	hERG rescue	TMEM16A act	KCNQ1 act	SKKanGAS inh	TMEM16A inh	KCNQ1 block	RGS4 act
O=C(NCc1ccccn1)c1c(Cl)cccc1Cl	i	i	i	6	-8	i	i	-2	i	i	i
COc1ccc(NC(C)=O)cc1NC(=O)C1CCN(C(=O)Nc2ccccc2)CC1	i	i	i	-4	-17	i	i	-1	i	i	i
CC(=O)Nc1c(F)c(F)c(F)c(F)c1F	i	i	i	0	-5	i	i	3	i	i	i
Cc1ccc2nc(C)c(C(=O)N/N=C/c3ccco3)cc2c1	i	i	i	4	-3	i	i	8	i	i	i
COc1ccc(C(CNC(=O)c2cccc(Br)c2)N2CCCC2)cc1 (stereo not given)	i	i	i	0	-9	i	i	-4	i	i	i
CCCCn1c(N)c(N(CC(C)C)C(=O)CCCc2nc3ccccc3c(=O)[nH]2)c(=O)[nH]c1=O	i	i	i	0	-9	i	i	-5	i	i	i
CC(Sc1nnc(CN2CCCC2)n1Cc1ccccc1)C(=O)Nc1ccc(F)cc1 (stereo not given)	i	i	i	4	-9	i	i	-4	i	i	i
Cc1cc(C(=O)CSc2nnc(-c3ccc(Cl)cc3)n2CC2CCCO2)c(C)n1C (stereo not given)	i	i	i	2	-5	i	i	-12	i	i	i
Cc1ccc(C(C)C)c(OCC(=O)NN=C2CCCCCCC2)c1	i	i	i	0	2	i	i	-3	i	i	i
Cc1ccc(NC(=O)[C@H](C)NC(=O)C2CCN(C(=O)[C@@H](NC(=O)OC(C)(C)C)C(C)C)CC2)cc1	i	i	i	-1	-8	i	i	-3	i	i	i
COc1ccc(NC(=O)[C@@H]2CC=C[C@@H]3CCN(Cc4ccc(Cl)c(Cl)c4)C(=O)[C@@H]32)cc1	i	i	i	7	0	i	i	15	i	i	i
CC(=O)N/C(=C/c1ccc2c(c1)OCO2)C(=O)NCCCO	i	i	i	8	-6	i	i	3	i	i	i
CCc1nc(N)c(C#N)c(-c2cccnc2)c1C	i	i	i	0	-8	i	i	x	i	i	i
O=C1C=C(O)CC(c2ccc(Cl)cc2)C1 (stereo not given)	i	i	i	-1	-2	i	i	5	i	i	i
Cc1ccccc1NC(=O)Cn1nnc2c(cnn2-c2ccc(F)cc2)c1=O	i	i	i	2	-1	i	i	-27	i	i	i
O=c1oc2ccccc2c(Nc2cc3ccccc3cc2O)c1[N+](=O)[O-]	i	i	i	6	-13	i	i	-6	100*	i	i
COc1nc(-c2ccc(Cl)cc2Cl)nc2ccccc12	i	i	i	2	-9	i	i	11	i	i	i
Cc1cc2oc(=O)cc(CN(C)Cc3ccccc3)c2cc1C(C)C	i	-8.9*	i	6	-9	i	i	u	i	7*	i
CC(NC(=O)c1ccccc1F)C1CC1 (stereo not given)	i	i	i	3	-5	i	i	2	i	i	i
CN(C)c1nc(Nc2ccc(F)cc2)nc(Oc2ccc(F)cc2)n1	i	i	i	22	-5	i	i	16	i	i	i
CCC1Oc2ccc(C)cc2N(CC(=O)N2CCN(c3ccc(F)cc3)CC2)C1=O (stereo not given)	i	x	i	2	-6	x	i	7	i	i	i
CC1CCCCC1NC(=O)CSc1nnc(CC(=O)Nc2ccccc2F)n1C (stereo not given)	i	i	i	-1	-1	i	i	5	i	i	i
COc1ccc(C(=O)n2cnc3ccccc32)cc1	i	i	i	33*	-6	i	i	6	i	i	i

17 structures from above, sorted by SMILES length, high to low.
SMILES	KCNK9 inh	KCNK3 block	RGS4 inh	HDAC3 inh	hERG rescue	TMEM16A act	KCNQ1 act	SKKanGAS inh	TMEM16A inh	KCNQ1 block	RGS4 act
COc1ccc(NC(=O)[C@@H]2CC=C[C@@H]3CCN(Cc4ccc(Cl)c(Cl)c4)C(=O)[C@@H]32)cc1	i	i	i	7	0	i	i	15	i	i	i
CCCCn1c(N)c(N(CC(C)C)C(=O)CCCc2nc3ccccc3c(=O)[nH]2)c(=O)[nH]c1=O	i	i	i	0	-9	i	i	-5	i	i	i
Cc1cc(C(=O)CSc2nnc(-c3ccc(Cl)cc3)n2CC2CCCO2)c(C)n1C (stereo not given)	i	i	i	2	-5	i	i	-12	i	i	i
CCC1Oc2ccc(C)cc2N(CC(=O)N2CCN(c3ccc(F)cc3)CC2)C1=O (stereo not given)	i	x	i	2	-6	x	i	7	i	i	i
COc1ccc(NC(C)=O)cc1NC(=O)C1CCN(C(=O)Nc2ccccc2)CC1	i	i	i	-4	-17	i	i	-1	i	i	i
CC(Sc1nnc(CN2CCCC2)n1Cc1ccccc1)C(=O)Nc1ccc(F)cc1 (stereo not given)	i	i	i	4	-9	i	i	-4	i	i	i
O=c1oc2ccccc2c(Nc2cc3ccccc3cc2O)c1[N+](=O)[O-]	i	i	i	6	-13	i	i	-6	100*	i	i
Cc1ccccc1NC(=O)Cn1nnc2c(cnn2-c2ccc(F)cc2)c1=O	i	i	i	2	-1	i	i	-27	i	i	i
CC1CCCCC1NC(=O)CSc1nnc(CC(=O)Nc2ccccc2F)n1C (stereo not given)	i	i	i	-1	-1	i	i	5	i	i	i
COc1ccc(C(CNC(=O)c2cccc(Br)c2)N2CCCC2)cc1 (stereo not given)	i	i	i	0	-9	i	i	-4	i	i	i
CC(=O)N/C(=C/c1ccc2c(c1)OCO2)C(=O)NCCCO	i	i	i	8	-6	i	i	3	i	i	i
Cc1ccc2nc(C)c(C(=O)N/N=C/c3ccco3)cc2c1	i	i	i	4	-3	i	i	8	i	i	i
COc1nc(-c2ccc(Cl)cc2Cl)nc2ccccc12	i	i	i	2	-9	i	i	11	i	i	i
CCc1nc(N)c(C#N)c(-c2cccnc2)c1C	i	i	i	0	-8	i	i	x	i	i	i
O=C(NCc1ccccn1)c1c(Cl)cccc1Cl	i	i	i	6	-8	i	i	-2	i	i	i
CC(=O)Nc1c(F)c(F)c(F)c(F)c1F	i	i	i	0	-5	i	i	3	i	i	i
CC(NC(=O)c1ccccc1F)C1CC1 (stereo not given)	i	i	i	3	-5	i	i	2	i	i	i

Assay outcomes deposited in PubChem BioAssay by several laboratories.
